CRFR2-BP antag – antagonists of CRF-binding protein/CRF-R2 receptor complex; 350,000 tested, 0.59% active; HEK293 CRF-R2/CRF-BP, CRF-induced calcium fluorescence; inhibition, % at 11.8 µM;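 active = inhibition of the ligand-induced calcium signal above about 50% at the single tested concentration, limit read from the data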
CHRM4 antagonist – blocks acetylcholine activation of human M4 receptor; P08173; 360,000 tested, 0.73% active; inhibition, % at 3 µM; CHO-hM4 cells, ACh EC80, Fluo-8 calcium fluorescence; AID 624125;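 active = inhibition above its plate's cutoff, the mean inhibition of sample wells plus 3 SD, cut at about 27% in these data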;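 also: 0% = acetylcholine EC80 with DMSO and 100% = DMSO without agonist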
CHRM5 antagonist – CHRM5 antagonism in calcium assay | CHO-hM5 cells, Fluo-8 calcium fluorescence, ACh EC80 | inhibition, % at 3 µM | 360,000 tested, 0.59% active | AID 624040;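 active = inhibition above a per-plate cutoff, the mean of that plate's test compounds plus 3 SD, cut at about 27% in these data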;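 also: 0% = acetylcholine EC80 with DMSO and 100% = DMSO without agonist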
Target sequence (P08912 whole entry, looked up): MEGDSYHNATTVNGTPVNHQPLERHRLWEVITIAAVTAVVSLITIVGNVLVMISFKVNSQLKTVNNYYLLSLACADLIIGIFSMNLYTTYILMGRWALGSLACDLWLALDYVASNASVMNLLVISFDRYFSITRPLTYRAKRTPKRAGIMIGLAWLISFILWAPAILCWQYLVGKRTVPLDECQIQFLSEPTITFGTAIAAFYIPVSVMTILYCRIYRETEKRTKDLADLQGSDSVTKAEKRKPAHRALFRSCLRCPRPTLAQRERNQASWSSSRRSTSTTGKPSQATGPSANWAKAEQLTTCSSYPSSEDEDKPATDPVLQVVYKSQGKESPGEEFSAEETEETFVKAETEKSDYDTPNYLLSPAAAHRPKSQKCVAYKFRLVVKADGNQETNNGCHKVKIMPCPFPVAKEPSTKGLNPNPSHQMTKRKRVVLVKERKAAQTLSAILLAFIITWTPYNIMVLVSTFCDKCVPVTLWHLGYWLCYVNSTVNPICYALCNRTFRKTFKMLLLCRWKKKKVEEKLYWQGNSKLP
M4 PAM – positive allosteric modulators of human muscarinic M4 receptor. CHO-K1 hM4/Gqi5, Fluo-8 calcium fluorescence, ACh EC20; 0% = ACh EC20, 100% = maximal ACh. activation, % at 3 µM. 360,000 tested, 0.4% active. AID 624126;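 active = activation above its plate's cutoff, the mean activation of sample wells plus 3 SD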; also: some results filed as inactive read as strong as hits
CHRM5 agonist – agonists of human muscarinic M5 receptor (CHRM5); 360,000 tested, 0.19% active; P08912; CHO-K1 hM5 cells, Fluo-8 calcium fluorescence; 0% DMSO wells, 100% maximal acetylcholine response; activation, % at 3 µM;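 active = activation above the run's mean over test compounds plus 3 SD, cut at about 23% in these data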;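 also: signal is peak over basal fluorescence ratio across the kinetic read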
CRFR2-BP ag – agonists of human CRF-binding protein/CRF-R2 receptor complex; 350,000 tested, 0.46% active; activation, % at 13.2 µM; HEK293 CRF-R2/CRF-BP, calcium dye fluorescence (FLIPR); percent of saturating CRF peptide response;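 active = activation of at least 50%, plus an integration ratio under a set limit after plate pattern correction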;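 also: plate controls were neutral control wells without compound for no effect and CRF at EC100 for full effect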
CHRM4 agonist – CHRM4 agonism in calcium assay; P08173; CHO-K1 hM4/Gqi5, Fluo-8 calcium fluorescence; vehicle 0%, full acetylcholine response 100%; activation, % at 3 µM; 360,000 tested, 0.14% active;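 active = activation above the run mean over all test wells plus 3 SD, cut at about 32% in these data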;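 also: peak over basal fluorescence ratio per well then scaled between controls; 0% = DMSO wells and 100% = acetylcholine at EC100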
CHRM1 PAM – human CHRM1 positive allosteric modulation | CHO-K1 hM1, Fluo-8 calcium fluorescence, ACh EC20; 0% = ACh EC20, 100% = maximal ACh | activation, % at 3 µM | 360,000 tested, 0.088% active | AID 588819; in the data active = activation above about 19%, passing the limit was not always enough
Target sequence (P11229 whole entry, looked up): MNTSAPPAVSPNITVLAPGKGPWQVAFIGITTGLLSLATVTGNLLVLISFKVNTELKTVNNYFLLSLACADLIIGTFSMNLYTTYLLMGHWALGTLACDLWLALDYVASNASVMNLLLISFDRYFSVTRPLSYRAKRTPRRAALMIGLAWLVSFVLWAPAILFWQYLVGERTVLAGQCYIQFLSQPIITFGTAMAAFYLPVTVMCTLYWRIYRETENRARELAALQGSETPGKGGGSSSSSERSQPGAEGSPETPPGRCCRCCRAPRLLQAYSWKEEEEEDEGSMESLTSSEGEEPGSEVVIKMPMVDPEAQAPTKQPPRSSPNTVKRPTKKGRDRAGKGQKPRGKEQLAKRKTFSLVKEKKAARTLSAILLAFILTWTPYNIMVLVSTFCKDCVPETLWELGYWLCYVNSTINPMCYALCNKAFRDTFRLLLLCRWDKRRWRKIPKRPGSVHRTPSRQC
M5 PAM – potentiates acetylcholine response at human M5 receptor; CHO-K1 hM5, Fluo-8 calcium, ACh EC20 PAM; 0% = ACh EC20, 100% = ACh EC100; activation, % at 3 µM; 360,000 tested, 0.3% active; AID 624038;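 active = activation above the run cutoff, the mean activation of all test compounds plus 3 SD, cut at about 18% in these data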
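system = human M5 receptor in CHO-K1 cells | compound = one concentration, 3 µM final (nominal) | schedule = Post-acetylcholine fluorescence recording 140 s | signal = Fluo-8 calcium dye fluorescence, kinetic read | benchmarks = low control EC20 acetylcholine (0%), high control EC100 acetylcholine (100%) | repeats = singlicate, one well per test compound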
An asterisk follows results filed as active; / = no result given; & = joins results of further samples.

CHRM5 antagonist	CRFR2-BP antag	M4 PAM	CRFR2-BP ag	M5 PAM	CHRM4 agonist	CHRM1 PAM	CHRM4 antagonist	CHRM5 agonist	compound
1	2	-2	12	9	2	1	4	5	O=C(Nc1ccc(F)cc1F)c1ccc2c(=O)n3c(nc2c1)CCC3
2	5	3	-1.7	-1	-2	-4	-2	-2	O=C(Cc1ccc(NC(=O)C2CCCN(C(=O)CCc3ccccc3)C2)cc1)Nc1cccc(C(=O)N2CCCC2)c1 (configuration not stated)
7	-5	4	0.4	-7	0	6	-4	1	COC(=O)CCN1CCC(C(N)=O)CC1
1	-8	0	0.5	-1	0	12	0	0	C[C@H]1CN([C@@H](C)CO)C(=O)CCCn2nncc2CO[C@H]1CN(C)C(=O)C1CCCCC1
2	-7	2	4.5	-3	0	3	-11	0	NC(=O)c1ncn([C@@H]2O[C@H](CNS(=O)(=O)c3cc(S(=O)(=O)c4ccccc4)cs3)[C@@H](O)[C@H]2O)n1
0	15	0	-5.2	0	3	-5	25	1	Cc1cc(C)c(C(N)=O)c(SCC(=O)c2ccc(Cl)cc2)n1
-1	-10	1	-4.6	11	1	9	3	2	COc1ccc(C(=O)NC(=S)NNC(=O)CNC(=O)C2CCCCC2)cc1
1	4	5	-1.8	12	0	8	-7	3	O=C(Nc1ccccc1C(=O)N1CCCCC1)c1ccco1

Three compounds already listed, ordered by their value in CRFR2-BP antag, smallest number first.
CHRM5 antagonist	CRFR2-BP antag	M4 PAM	CRFR2-BP ag	M5 PAM	CHRM4 agonist	CHRM1 PAM	CHRM4 antagonist	CHRM5 agonist	compound
1	-8	0	0.5	-1	0	12	0	0	C[C@H]1CN([C@@H](C)CO)C(=O)CCCn2nncc2CO[C@H]1CN(C)C(=O)C1CCCCC1
7	-5	4	0.4	-7	0	6	-4	1	COC(=O)CCN1CCC(C(N)=O)CC1
1	4	5	-1.8	12	0	8	-7	3	O=C(Nc1ccccc1C(=O)N1CCCCC1)c1ccco1

Remaining list, next part:
CHRM5 antagonist	CRFR2-BP antag	M4 PAM	CRFR2-BP ag	M5 PAM	CHRM4 agonist	CHRM1 PAM	CHRM4 antagonist	CHRM5 agonist	compound
-26	1	0	1.1	5	9	11	-6	-2	CC1CCN(c2ccc(-c3cccc(NC(=O)C(F)(F)F)c3)nn2)CC1
0	-1	-2	-0.3	4	1	4	5	1	CC(=O)NC1(c2ccc(F)cc2)CCN(C(=O)c2c(F)cccc2F)CC1
9	-3	-28	-0.6	-17	8	-8	1	1	COc1ccc(CCNC(=O)c2ccccc2C(=O)NCCc2ccc(OC)cc2)cc1
3	-16	6	-1.3	4	1	3	-8	-3	Cc1nn(-c2ccccc2)c2[nH]c(=O)c(CNCC3CCCO3)cc12 (configuration not stated)
10	10	2	-0.5	1	1	16	5	-3	COc1cccc(C(=O)N(C)CC(=O)Nc2ccc(F)c(F)c2F)c1
-3	2	5	-0.9	1	0	-2	1	-3	COc1cc(C(=O)NC(C)c2cnn(-c3ccccc3C)c2C)cc(OC)c1OC (configuration not stated)
-7	/	4	/	4	1	/	1	2	O=C(NCc1ccncc1)[C@@H]1CCCN1C(=O)[C@@H]1CCCN1C(=O)c1cccc2ccccc12
1	0	4	0.2	5	0	-9	-4	-1	CC(C)CCc1noc(CN2CCC(C(=O)N3CCOCC3)CC2)n1
8	2	3	-1.1	-7	1	-4	-3	-3	COc1ccc(CNC(=O)C2CCN(c3nn4c(=O)cc(C)nc4s3)CC2)cc1
2	4	-1	0.6	5	0	11	-6	-2	CCC(C)(C)n1nnnc1C(c1ccc(F)cc1)N1CCN(C(=O)c2ccco2)CC1 (configuration not stated)
-1	11	-15	1.9	2	2	-20	16	-9	O=C1C(=C2CCCCC2)SC(=S)N1Cc1ccco1
3	-2	7	-0.8	2	0	8	2	1	N#Cc1ccccc1OCC(=O)OCC(=O)Nc1ccc2c(c1)OCO2
2	11	-4	-1.6	-1	1	-3	-14	1	O=C(NCC1COc2ccccc2O1)C1CCC(CNc2c(N3CCCCC3)c(=O)c2=O)CC1 (configuration not stated)
3	-5	2	0.9	5	-1	-5	7	-12	Cc1ccc(C)c2c1[nH]c1ccccc12
12	-15	-4	2.2	0	0	3	-8	-3	Cc1cc(C(=O)OCC(=O)N(C)c2ccccc2)c(C)o1
-15	-2	-2	2.6	8	2	-1	-6	-2	Cc1cc(NC(=O)c2nn(C)c(C)c2Br)no1
7	-7	-8	-0.5	1	0	-13	9	-17	CN(C)c1cc[n+](CC(=O)Nc2ccc(Cl)c([N+](=O)[O-])c2)cc1
-9	24	-1	-0.3	-2	0	-1	-3	-3	Cc1cc(/C=C(\C#N)C(=O)OCC(=O)NC(=O)NC(C)(C)C)c(C)n1CCC(C)C
-5	-10	-3	-1.7	2	1	10	5	-1	O=C(Nc1ccccn1)c1nc(-c2ccccc2)n(-c2ccccc2)n1
-5	5	8	7.2	-1	0	3	-34	0	CC(C)(C)NC(=O)CSc1nnc(-c2ccccn2)n1-c1ccccc1
2	6	-1	-0.2	-3	0	-14	1	-4	O=[N+]([O-])c1ccc(CSc2nnc(SCc3ccc(Cl)cc3)s2)cc1
3	/	0	/	-1	0	5	3	0	O=C(NCCC(F)(F)F)C1Cc2c(-c3cccc(F)c3)ccnc2O1 (configuration not stated)
0	2	4	1.5	-3	0	5	-3	2	O=C(NCc1cccc(Cl)c1)c1cccnc1
-2	8	1	0.8	1	1	10	-3	0	COc1cc(N2C(=O)CSC2=S)cc(OC)c1OC

Some values from above.
In M5 PAM, O=C(Nc1ccccn1)c1nc(-c2ccccc2)n(-c2ccccc2)n1 has the entry 2
In CHRM5 antagonist, O=[N+]([O-])c1ccc(CSc2nnc(SCc3ccc(Cl)cc3)s2)cc1 has the entry 2
In M5 PAM, CN(C)c1cc[n+](CC(=O)Nc2ccc(Cl)c([N+](=O)[O-])c2)cc1 has the entry 1

The list continues:
CHRM5 antagonist	CRFR2-BP antag	M4 PAM	CRFR2-BP ag	M5 PAM	CHRM4 agonist	CHRM1 PAM	CHRM4 antagonist	CHRM5 agonist	compound
6	5	8	0.6	6	1	2	4	-1	NS(=O)(=O)c1ccc(CCNC(=O)C2CC(=O)N(Cc3ccccc3Cl)C2)cc1 (configuration not stated)
5	-2	1	-1.2	3	0	4	-5	2	Cc1ccc(S(=O)(=O)NC(C)(C)C)cc1C(=O)OC(C)C(=O)NC1CC1 (configuration not stated)
-2	10	-1	-2.4	4	3	6	-11	-10	CCOC(=O)N1CCN(S(=O)(=O)c2ccc(C)cc2)C1c1ccc(OC)cc1 (configuration not stated)
1	-4	5	0.7	2	2	3	-9	-3	Cc1ccc(S(=O)(=O)N2CCOC23CCN(C(=O)C(=O)NCc2ccccc2)CC3)cc1
2	/	1	/	4	1	13	-14	3	CCCCNC(=O)C1(C)CCCCN1C(=O)c1ccc2c(c1)CCO2 (configuration not stated)
1	16	-3	-0.5	-9	3	6	-9	-3	CCOc1ccc(OCc2ccc(C(=O)N3CCc4ccccc4C3)o2)cc1
16	-47	-10	-0.2	-10	20	-10	0	0	Cc1cc(SCC(=O)N/N=C/c2ccco2)nc2ccccc12
-1	11	-1	-0.9	0	0	3	11	1	COc1cc(S(=O)(=O)N2CCN(C(=O)c3ccccc3F)CC2)c(OC)cc1NC(C)=O
-4	-6	0	1.4	-3	2	4	-4	-3	Cc1cc2nc(CS)[nH]c2cc1C
-4	3	14	5.8	-4	23	6	-12	-1	Cc1ccccc1NC(=O)CSc1nc(N2CCCCC2)nc(N2CCCCC2)n1
1	-4	1	8.9	3	2	4	-8	5	Cc1ccc(C2(C)NC(=O)N(CC(=O)Nc3ccccc3C(=O)N3CCCCC3)C2=O)cc1 (configuration not stated)
5	-6	-5	-3.1	0	1	1	10	-2	O=C(CNC(=O)c1ccc(OC(F)F)cc1)NC1CCCc2ccccc21 (configuration not stated)
4	/	2	/	-5	2	5	-7	0	O=C(NCc1ccccc1)c1cc(C2COCCN2C(=O)CCc2ccccc2)on1 (configuration not stated)
4	-18	5	6.6	-1	1	-3	-5	2	COc1ccc(C2=C(O)C(C)N(c3ccccc3)C2=N)cc1OC (configuration not stated)
2	12	-1	-2.0	-5	-2	2	-1	-7	Cc1ccc(Nc2cc(C)nc(N3CCOCC3)n2)c(C)c1
8	-14	-12	-0.5	-6	0	2	-9	2	CC(=O)N(C)c1ccc(NC(=O)Cc2cccc3ccccc23)cc1
-18	6	-3	0.3	6	-1	-4	-2	2	C=CCNC(=S)N/N=C/c1ccc(-c2ccc(Cl)cc2Cl)o1
-2	-7	-1	-0.3	2	0	0	-3	0	O=C(COC(=O)c1cccc(Cl)c1Cl)NC1CCCCCC1
1	8	9	-1.5	3	1	14	-13	1	CC1(C)CCCC2(C)C(OCCO)=CC(=O)C=C12 (configuration not stated)
2	-4	6	1.6	-1	-1	9	2	0	Cc1c(N2C(=O)c3cccc4cccc(c34)C2=O)c(=O)n(-c2ccccc2)n1C
5	-10	-4	0.3	-4	6	1	-9	-3	Cc1cccc(/C=C2\Sc3ccc(C(=O)N4CCCCC4)cc3N(C)C2=O)c1
15	4	-12	0.0	-12	13	-17	-3	11	Fc1ccc(NC(=S)Nc2cccnc2)cc1Cl
-7	41	12	-3.8	-1	0	10	-4	-1	C/C(N)=C(/C#N)C(=O)COC(=O)CC1CCCC1
12	8	-7	-3.2	-9	4	2	-2	1	CCOC(=O)[C@H]1[C@H]2COc3ccc(C)cc3[C@@H]2N2C(=O)CN(Cc3ccc(C)cc3)C(=O)[C@@]12C
1	2	1	1.1	8	1	13	-5	-3	COc1cc(C(CCN2CCOCC2)c2c(OC)cc(OC)c3c(C)cc(=O)oc23)cc(OC)c1OC (configuration not stated)
-1	8	14	-0.9	6	1	7	5	-3	Cc1ccc(C(=O)NCC(=O)OCC(=O)c2c(N)n(C)c(=O)n(C)c2=O)s1
-4	16	0	-2.1	0	1	14	3	-1	O=C(O)Cc1ccc(NS(=O)(=O)c2ccccc2Cl)cc1
4	-4	-2	-1.4	-3	4	8	2	1	CCc1nc(N)c(C#N)c(-c2ccc(O)c(OC)c2)c1C
-10	7	5	-0.7	16	0	11	-11	-3	COc1cccc(-c2nn(-c3ccccc3)cc2/C=C(/NC(=O)c2ccccc2)C(=O)O)c1
4	5	0	0.4	1	0	8	-2	2	CNC(=O)c1ccsc1NC(=O)CN1C(=O)CCC1=O
-1&-8	-3&-16	4&-3	0.2&1.5	7&1	1&1	6&5	-8&-5	-2&1	O=C(O)CCCNC(=O)C(c1ccccc1)c1ccccc1
1	-7	0	-0.2	-2	1	5	-3	-6	O=C(NCc1cccnc1)c1ccc(NS(=O)(=O)c2ccccc2)cc1
2	3	-6	-1.0	-1	0	11	7	0	CCc1cc(CNC(=O)CC2C(=O)NCCN2Cc2c(F)cccc2Cl)on1 (configuration not stated)
0	-57	4	5.0	0	0	3	7	0	CCC(C)NC(=O)C1=C(C)C(=O)OC12CCC(C)CC2 (configuration not stated)
-1	-1	3	0.5	3	2	-3	2	1	O=C(NCCCO)C(=O)NCC(c1ccc2c(c1)OCO2)N1CCN(c2ccc(F)cc2)CC1 (configuration not stated)
-8	0	4	-0.2	-8	1	13	7	-3	O=[N+]([O-])c1ccc(-c2ccc(/C=N/n3cnnc3)o2)c(Br)c1
-7	-21	5	-0.1	5	0	2	-8	-2	O=C1c2ccccc2NC2(CCCCC2)N1c1ccc(O)cc1
-3	7	15	-0.5	1	1	8	-22	-1	CCN(C(=O)CN1CCC(C)CC1)c1c(N)n(Cc2ccccc2)c(=O)[nH]c1=O
-14	-29	-4	-1.6	-4	0	1	-8	-4	CSc1ccc(/C=N/N2CCN(Cc3ccccc3)CC2)cc1
4	19	-2	2.5	-4	1	4	-7	1	CCOc1ccc(C(Nc2ccc(C)cc2)P2(=O)OCCCO2)cc1 (configuration not stated)

Assay outcomes from PubChem.
